Integrin act MD – integrin-mediated muscular dystrophy alleviation activation; alpha7betagal myoblasts, beta-gal FDG fluorescence, 48 h; Potency, µM (series often up to 38.3 µM), for inactives: at the highest dose activation, hits mostly activators; 350,000 compounds, 0.064% hits; AID 624291;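 also: potency is read from the fitted curve at half-maximal effect; 100% = response of the positive control SU9516; nearly all actives have a fitted effect of over 60% in size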
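Alpha7betagal+/- myoblasts (passage 13) were plated 16-24 hr, then exposed to compounds (1:260 dilution of DMSO stock) for 48 hours at 37C. After MPER lysis, β-galactosidase reporter activity was read as FDG fluorescence (ex 480/em 540) after 30 minutes.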
MBNL1 CUG block – blocks human MBNL1 binding to CUG repeat RNA. Potency, µM (titrated, usually from 57.5 µM), for inactives: at the highest dose activity change, negative = inhibition, hits mostly inhibitors. 280,000 compounds, 0.036% hits. AID 2675. TR-FRET MBNL1-His/biotin-(CUG)12 binding, 665/545 ratio. Q9NR56; active = well fitted inhibition curve with a large enough effect in the signal ratio, with a control signal flat, not every such curve was filed as active; inconclusive = small, poorly fitted or top-dose-only effect, or effect the other way, or a change in a side signal; inactive = no such curve, though single readings can be large or run the other way; the % refers to the signal ratio; also: potency is read from the fitted curve at half-maximal effect; % is scaled to controls: 0 for no effect and ±100 for the full control effect
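Compounds (final 92 nM to 58 uM) are added to His-tagged MBNL1 and biotin-(CUG)12, then terbium anti-His antibody and streptavidin-XL665 (5 nM final). After 60 min at room temperature, the 665/545 nm ratio is read.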
KCNH2 WT inh – blocks the wildtype human KCNH2 potassium channel; Q12809; U2OS, BacMam KCNH2, thallium flux FluxOr; hits give low values; activity change, % at 1.84 µM; 340,000 compounds, 0.37% hits;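 active = maximum activity change below -70%; inconclusive = maximum activity change between -70% and -50%; inactive = maximum activity change above -50%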; also: % is scaled to controls: 0 for no effect and ±100 for the full control effect
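U2OS cells transduced with wild-type KCNH2 virus are loaded with FluxOr dye for 45 min, and thallium flux is measured in kinetic reads before and after stimulation buffer. Rate constants are normalized to DMSO controls.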
Coupling enz – coupling enzyme interference in Giardia aldolase counter-screen; coupling enzyme system counterscreen, AmpLite Red fluorescence; activity change, negative = inhibition, % at 58.2 µM, hits read low; 290,000 compounds, 0.67% hits; AID 2472; in the data active = activity change below about -30%; also: % is scaled to controls: 0 for no effect and ±100 for the full control effect
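Final compound at 57.5 uM, incubated 10 min at RT with coupling enzyme reagent (glyceraldehyde-3-phosphate), then 20 min with substrate and AmpLite Red detection. Fluorescence read at 525/598 nm; tests interference with the coupling assay, not aldolase inhibition.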
ASM inhibitor – inhibitors of human secretory acid sphingomyelinase; Potency, µM (titrated, usually from 57.5 µM), for inactives: at the highest dose activity change, negative = inhibition, usual class: inhibitors; AID 504937; placental ASM, HMU-PC fluorogenic substrate, 60 min; 340,000 compounds, 0.006% hits; P17405; also: potency is read from the fitted curve at half-maximal effect
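Fluorogenic HMU-PC substrate (9 uM final) is turned over by placental ASM in 60 min at 37 C after a 10 min compound preincubation. Reaction ended by alkaline stop (pH 10), with fluorescence read at 386/447 nm.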
CXXC DNA block – MLL CXXC-DNA interaction inhibition; AID 2662; Potency, µM (top dose mostly 115 µM), for inactives: top-dose activity change, negative = inhibition, usual class: inhibitors; MLL-CXXC / FITC-HOXA9 DNA fluorescence polarization; Q03164; 290,000 compounds, 0.037% hits; active = well fitted inhibition curve with a large enough effect in the polarisation, with a control signal flat, not every such curve was filed as active; inconclusive = small, poorly fitted or top-dose-only effect, or effect the other way, or a change in a side signal; inactive = no such curve, though single readings can be large or run the other way; the % refers to the polarisation; also: potency is read from the fitted curve at half-maximal effect
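Steps: dispense CXXC domain solution (7 uM) → pin compounds or unlabeled HOX-A9 DNA control → 5 min ambient → add FLSN-HOX-A9 solution (50 nM) → spin → 30 min ambient → fluorescence polarization. Tris pH 7.5/NaCl/DTT/BSA buffer.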
GALK inhibitor – galactokinase (human) inhibition; Potency, µM (series often up to 57.5 µM), without a hit: at the top dose activity change, negative = inhibition, most hits filed as inhibitors; Purified GALK, Kinase-Glo residual ATP luminescence; 270,000 compounds, 0.007% hits; P51570; also: potency is read from the fitted curve at half-maximal effect; % is scaled to controls: 0 for no effect and ±100 for the full control effect
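The enzyme phosphorylates galactose (100 uM) using ATP (35 uM); inhibition is detected as higher residual ATP, quantified by bioluminescence after 1 h reaction at room temperature, pH 8.0.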
AT treatment – potential ataxia-telangiectasia treatment; […] A-T fibroblasts, KAP-1 phosphorylation AlphaLISA; neocarzinostatin DNA damage 30 min before lysis; Potency, µM (series often up to 57.5 µM), inactives show at the highest dose activation, usual class: activators; 320,000 compounds, 0.19% hits; also: potency is read from the fitted curve at half-maximal effect; % of control where 0% means no effect; nearly all actives have a fitted effect of over 45% in size
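hTERT-immortalized A-T patient fibroblasts ([…]), 500 cells/well in OPTI-MEM, 1% FBS, got compounds for 60 min, then NCS for 30 min at 37C. Lysates were then assayed for phospho-KAP-1 by AlphaLISA (anti-pKAP1 donor, anti-KAP1 acceptor beads), 6 hr at 25C.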
TRPV1 ag – agonists of human vanilloid receptor 1 (TRPV1); TRPV1-expressing cells, Fluo-8 calcium influx, agonist mode; 320,000 compounds, 0.19% hits; activation, % at 8.33 µM; Q8NER1; in the data active = activation above about 80%; inconclusive = between about 30% and that limit; also: 0% is about no effect
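TRPV1-expressing cells were cultured overnight at 35.5C and loaded with Fluo-8 calcium dye for 40 to 90 min at room temperature. After a 10 s baseline, compound was added and calcium influx was read kinetically for 3 min (ex 480/em 520 nm).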
KCNH2 3.1 block – blocks the human KCNH2 3.1 channel isoform; U2OS KCNH2 3.1, thallium flux FluxOr; hits give low values; activity change, % (tested at about 1.8 µM); 340,000 compounds, 0.95% hits;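 active = maximum activity change below -70%; inconclusive = maximum activity change from -70% to -50%; inactive = maximum activity change above -50%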;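 also: thallium influx rate constant from kinetic fluorescence after stimulation buffer; % is scaled to controls: 0 for no effect and ±100 for the full control effect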
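Thallium flux read-out: FluxOr dye with Red40 quencher in HBSS/HEPES, 45 min at RT. Rate constants from kinetic reads were normalized to positive and negative DMSO controls. Cells: U2OS virally expressing the 3.1 isoform.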
Active calls of the source: *; i = inactive; ? = inconclusive; nt = not tested or not shown; [ ] = remark or other dose. Unless noted, calls follow the shape of the dose curve; as a rule, active = well fitted curve in the direction sought with a large enough effect; inconclusive = small, poorly fitted or top-dose-only effect, or another doubt; inactive = no such curve, though single readings can be large; an effect the other way counts as inactive or inconclusive.

SMILES	Integrin act MD	MBNL1 CUG block	KCNH2 WT inh	Coupling enz	ASM inhibitor	CXXC DNA block	GALK inhibitor	AT treatment	TRPV1 ag	KCNH2 3.1 block
O=C1c2cccc3cccc(c23)C(=O)N1CCN1CCN(CC(O)COc2ccc3ccccc3c2)CC1 (stereo not given)	11%	-7%	14	4	?	12%	2%	-4%	-6	-25
O=C(CSc1nnc2scc(-c3ccc(Cl)cc3)n12)NCc1ccco1	-18%	-1%	-2	5	-1%	15%	-5%	6%	0	14
CCOc1cc(N2CCOCC2)c(OCC)cc1NC(=O)CCS(=O)(=O)c1ccc(Cl)cc1	-7%	0%	4	-30	1%	1%	6%	14%	?	-6
CCC(=O)NCc1c(C)c(C)n(Cc2ccccc2)c1-n1cccc1	-20%	6%	-4	2	-7%	14%	-3%	7%	?	8
CCCCN1CCNC[C@@H]1c1ccccc1	28%	nt	9	nt	-5%	nt	nt	17%	0	-33
O=C(NCc1cc(F)ccc1F)C1CCC(=O)N(C2CCCCCC2)C1 (stereo not given)	32%	-2%	27	nt	-1%	10%	-6%	12%	7	14
Cc1cc(C)cc(NC(=O)CN2CCN(CCN=CC3=C(O)CC(C)(C)CC3=O)CC2)c1	-19%	-2%	5	4	3%	-1%	1%	-3%	-3	-93*
N#Cc1cccc(CN2CCC(=O)N([C@H](CO)Cc3ccccc3)CC2)c1	4%	1%	-17	2	3%	3%	nt	-7%	0	6
Cc1ccc(C(=O)N/C(=C/c2ccc(-c3ccc([N+](=O)[O-])cc3)o2)C(=O)NCCCN(C)C)cc1	-67%[inhibitor]	nt	-12	nt	14%	nt	nt	nt	nt	?
CCOc1cccc(C(=O)NC2CCCCC2)c1	19%	7%	-12	-1	4%	-4%	-4%	16%	3	7
Cc1c(O)ccc2c(CN3CCN(CCO)CC3)cc(=O)oc12	-4%	79%[activator]	-1	3	i	2%	nt	7%	-1	7
Cc1cccc(NC(=S)N2CCN(c3ccccc3)CC2)c1	23%	-1%	17	2	4%	4%	7%	5%	11	18
O=C(CSc1ccc2c(c1)OCCO2)NC(=O)NC1CCCC1	5%	-7%	-1	0	3%	1%	1%	1%	-1	5
O=C(CC(C(=O)O)c1ccc(Cl)cc1)c1ccc(Cl)c(Cl)c1 (stereo not given)	-11%	-4%	-3	2	1%	3%	-2%	20%	9	39
Cn1cc(C(c2ccccn2)c2cn(C)c3ccccc23)c2ccccc21	0%	0%	-2	0	-3%	14%	0%	1%	3	4
O=C(NCc1n[nH]c(=S)n1-c1ccc([N+](=O)[O-])cc1)c1ccc(S(=O)(=O)N2CCOCC2)cc1	7%	?	1	-1	-6%	11%	0%	3%	-1	-1
O=C(/C=C/c1ccc(S(=O)(=O)N2CCOCC2)cc1)N1CCCCC1	14%	nt	-7	nt	1%	nt	nt	10%	?	-4
COc1ccccc1OCC(=O)Nc1ccc(O)cc1C(=O)O	-14%	-5%	2	7	6%	-2%	2%	-3%	-1	5
COC(=O)c1ccc(C2c3c(oc4ccc(Cl)cc4c3=O)C(=O)N2CCN2CCOCC2)cc1 (stereo not given)	-15%	?	-6	-1	-1%	-6%	-2%	8%	-12	-11
N#CCN(C(=O)COC(=O)CCCNC(=O)c1ccc(Cl)cc1)c1ccccc1	0%	nt	-20	nt	0%	nt	nt	-9%	2	-7
CC1CCN(c2ccccc2NC(=O)c2cc3ccccc3o2)CC1	1%	-1%	-8	nt	-11%	1%	-3%	16%	10	?
CCCn1c(SCC(=O)NC(C)(C)C)nnc1C(C)C	13%	-8%	1	-5	3%	5%	-2%	3%	0	-5
Cc1cccc(NCc2ccccc2O)c1C	23%	-6%	1	0	-7%	1%	1%	8%	-2	-7
O=C(N/N=C/c1ccco1)c1ccc(C(=O)N/N=C/c2ccco2)o1	12%	?	-4	0	-1%	-18%	6%	-8%	2	6
CNC(C)C#Cc1c(-c2cc(OC)c(OC)c(OC)c2)noc1C (stereo not given)	-13%	-7%	nt	-2	-2%	4%	nt	8%	-1	nt
CN(C)C1=NCCN1CCCC1CCCC1	6%	nt	27	nt	0%	nt	nt	12%	0	-33
Cc1ccc(C(=O)N2CCN(S(=O)(=O)c3ccc(C)c([N+](=O)[O-])c3)C2)cc1	12%	?	-7	-1	1%	-2%	0%	-3%	14	-7
Cc1ccc(Nc2nc(-c3c(C)n(C)n(-c4ccccc4)c3=O)c(C)s2)cc1	-24%	-6%	-1	nt	-2%	8%	0%	3%	-5	-10
C=CCNC(=O)c1ccccc1NC(=O)C1COc2ccccc2O1 (stereo not given)	22%	15%	4	-1	-1%	0%	-3%	2%	0	nt
Cc1ccc2c(c1)c1cccc3c1n2CCN3CCC(N)=O	11%	13%	6	0	nt	2%	-2%	4%	4	3
Cc1ccc(C(C)C)c(OCC(=O)OCc2c(C)noc2C)c1	19%	-4%	10	-2	3%	2%	-5%	1%	9	1
C=CCc1cc(C(=O)N2CCCCC2)ccc1O	9%[7.66 µM]	6%	6	1	1%	-3%	3%	3%	4	-1
COc1ccc(N(Cc2cc(=O)[nH]c3ccccc23)C(C)=O)cc1	-4%	-1%	-5	3	-3%	?	1%	-4%	1	16
COc1ccc(C(C)=O)cc1COC(=O)Cc1n[nH]c(=O)c2ccccc12	15%	6%	2	0	-2%	2%	0%	8%	3	-7
CCOC(=O)Cc1csc(NC(=O)c2ccc(S(=O)(=O)N3CCCC3)cc2)n1	-17%	-10%	-6	4	3%	2%	14%	0%	2	7
Cc1cccc(NC(=S)NCCc2ccc(S(N)(=O)=O)cc2)c1C	0%	-17%	10	2	6%	-4%	0%	3%	0	26
CCOc1ccc(N(CC(=O)NCCSCc2ccco2)S(=O)(=O)c2ccc(F)cc2)cc1	0%	3%	0	nt	-2%	-5%	-5%	3%	11	nt
O=C1NC2(CCCCCCC2)C(=O)N1Cc1ccc(F)cc1	-9%	nt	-3	-3	4%	2%	0%	4%	19	-11
CCCCCCCCn1c2c(c(=N)c3ccccc31)CCC2	?	-5%	-12	5	-14%	4%	2%	0%	6	-26
CC(C)n1c(SCC(=O)Nc2ccccc2N2CCOCC2)nc2c1c(=O)n(C)c(=O)n2C	15%	?	-4	3	0%	-4%	2%	nt	3	14
C/C(=N\NC(=O)c1cc(Cl)ccc1O)c1ccc(Br)s1	0%	-17%	-1	-1	-2%	0%	-1%	-3%	4	9
COc1cc(NCCCNC(C)C)c2nccc(C)c2c1	-46%[inhibitor]	nt	5	nt	3%	nt	nt	nt	nt	0
COc1cccc(/C=N/Nc2nnc3c(n2)[nH]c2ccccc23)c1OC	-17%	7%	0	0	-1%	-9%	nt	-2%	-3	-26
O=C(COc1ccc(Cl)cc1Cl)Nc1ccccc1NS(=O)(=O)c1cccs1	-4%	5%	-7	2	-5%	-4%	-1%	3%	7	nt
CN(CC(=O)OCC(=O)NC(=O)c1cccn1C)S(=O)(=O)c1ccc(Cl)cc1	33%	-2%	5	-1	-1%	1%	-1%	-3%	-1	4
CCSc1c([N+](=O)[O-])c(=O)n(-c2ccccc2)c2ccccc12	-1%	nt	-1	nt	-7%	nt	nt	nt	nt	-31
COC(=O)c1cnc(N2CCCN(S(=O)(=O)c3ccccc3)CC2)nc1C(F)(F)F	-20%	9%	-1	0	-3%	2%	1%	3%	22	8
C=CCNC(=O)CNS(=O)(=O)c1ccc(F)cc1	3%	-6%	-7	-3	-1%	-2%	0%	nt	-1	-7
Cn1c(Cc2ccccc2)nnc1SCC(=O)Nc1cccc(S(=O)(=O)NC2=NCCCCC2)c1	-7%	4%	-10	4	4%	3%	-1%	-2%	1	5
O=C(COC(=O)c1n[nH]c2ccccc12)NC(=O)NC1CCCC1	21%	-2%	-7	0	-3%	-3%	-2%	1%	0	11
O=C1NC(=S)SC1=Cc1ccc2c(c1)OCO2	21%	nt	0	nt	-2%	nt	nt	nt	nt	-16
COc1cc(/C=C(\C#N)C(=O)NC2CCCCC2)ccc1OCc1ccc(C(=O)O)cc1	0%	1%	-7	9	8%	?	-1%	5%	6	-10
CCCC1=NN(c2ccc([N+](=O)[O-])cc2)C(=O)/C1=C/N(C)C	16%	7%	1	-8	5%	9%	1%	0%	-3	7
N#CCCC(CCC#N)(CCC#N)c1cc[n+](CCc2ccccn2)cc1	14%	nt	-3	nt	8%	nt	nt	3%	0	4
COc1ccc(OC)c(/C=N/NC(=O)C(=O)N/N=C/c2cc(OC)ccc2OC)c1	3%	nt	-7	nt	78%[activator]	nt	nt	nt	nt	9
